From PubChem BioAssay
Mtb UGM inh – blocks M. tuberculosis UGM enzyme. purified UGM, fluorescence polarization probe displacement. P9WIQ1. inhibition, % at 10 µM. AID 504406. hit rate 0.06% among 320,000; in the data active means inhibition above about 10%, passing the limit was not always enough; inconclusive means no clear call, values can overlap the other calls
Target sequence (P9WIQ1 whole entry, looked up): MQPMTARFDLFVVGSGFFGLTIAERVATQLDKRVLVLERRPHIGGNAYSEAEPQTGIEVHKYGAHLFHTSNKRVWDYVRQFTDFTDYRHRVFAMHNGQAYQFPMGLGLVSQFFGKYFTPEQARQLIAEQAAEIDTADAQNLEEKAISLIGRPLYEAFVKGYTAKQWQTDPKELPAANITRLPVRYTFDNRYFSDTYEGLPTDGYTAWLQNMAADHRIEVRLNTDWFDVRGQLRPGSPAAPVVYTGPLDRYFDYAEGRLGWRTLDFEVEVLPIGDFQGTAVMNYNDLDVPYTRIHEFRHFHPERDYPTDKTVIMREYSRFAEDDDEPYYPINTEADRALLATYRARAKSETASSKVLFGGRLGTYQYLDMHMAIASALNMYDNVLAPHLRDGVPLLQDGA
Mtb FBA inh – inhibits M. tuberculosis FBA enzyme. P9WQA3. purified M. tuberculosis FBA, fluorescence read-out. inhibition, % at 1 µM. hit rate 2.3% among 360,000; in the data active means inhibition above about 27%;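 further: 0% = vehicle and 100% = reference inhibitor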
Target sequence (P9WQA3 whole entry, looked up): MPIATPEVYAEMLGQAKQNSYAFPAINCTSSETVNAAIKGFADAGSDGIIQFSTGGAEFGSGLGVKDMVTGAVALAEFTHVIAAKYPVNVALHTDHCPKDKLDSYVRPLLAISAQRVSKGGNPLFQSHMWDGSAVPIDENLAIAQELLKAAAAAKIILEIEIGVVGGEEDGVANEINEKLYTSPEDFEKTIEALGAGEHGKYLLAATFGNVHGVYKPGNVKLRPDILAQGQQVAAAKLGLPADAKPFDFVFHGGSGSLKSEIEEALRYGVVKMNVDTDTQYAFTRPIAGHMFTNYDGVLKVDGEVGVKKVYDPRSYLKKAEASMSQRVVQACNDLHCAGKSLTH
FadD28 binding – blocks FadD28 binding to the bisubstrate probe; fluorescence polarization; inhibition, % at 12.5 µM; hit rate 0.22% among 360,000; AID 588549; in the data active means inhibition above about 8.5%, passing the limit was not always enough; inconclusive means no clear call, values can overlap the other calls
BioA inh – blocks M. tuberculosis BioA enzyme activity; AID 602481; hit rate 0.096% among 360,000; purified M. tuberculosis BioA enzyme, plate reader; inhibition, % at 9.99 µM; in the data active means inhibition above about 40%; inconclusive means no clear call, values can overlap the other calls
MazF activator – activators of E. coli MazEF toxin-antitoxin RNase. FAM/BHQ RNA-DNA oligo cleavage fluorescence, 5 h. hit rate 0.32% among 350,000. activation, % at 20 µM; in the data active means activation above about 50%
Target sequence (P0AE70 whole entry, looked up): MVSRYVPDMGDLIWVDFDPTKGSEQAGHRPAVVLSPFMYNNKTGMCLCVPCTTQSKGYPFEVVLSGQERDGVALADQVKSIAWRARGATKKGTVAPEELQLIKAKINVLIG
PrPC surface inh – cell surface PrPC inhibition, primary TR-FRET screen; hit rate 0.43% among 370,000; TR-FRET read-out; inhibition, % at 13.8 µM; P04156; in the data active means inhibition above about 24%; further: 0% = median of the test wells and 100% = reference compound wells
GDH-TPI inh – counter-screen for M. tuberculosis FBA inhibitors: GDH-TPI coupled enzymes; hit rate 1.2% among 360,000; GDH-TPI coupled enzyme counterscreen, NADH absorbance; AID 588335; inhibition, % at 4.8 µM; in the data active means inhibition above about 30%;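 further: 0% = DMSO wells and 100% = wells lacking the enzyme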
BoNT-F LC inh – blocks Botulinum neurotoxin F light chain protease | hit rate 0.22% among 360,000 | AID 588497 | inhibition, % at 10 µM | Multiplex microsphere protease cleavage assay, flow cytometry; in the data active means inhibition above about 35%, passing the limit was not always enough; inconclusive means no clear call, values can overlap the other calls; further: plate controls were buffer without enzyme for full effect and enzyme alone for no effect
Rv3671c inh – Rv3671c (M. tuberculosis) protease inhibition; inhibition, % at 5.96 µM; hit rate 0.048% among 320,000; AID 2606; P9WHR9; in the data active means inhibition above about 38%;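 further: extracellular domain of Rv3671c used as enzyme; 0% = enzyme with DMSO and 100% = no enzyme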
The depositor's hits bear a star; ? = inconclusive; / = no result given; & = joins results of further samples.

# | Compound | FadD28 binding | GDH-TPI inh | PrPC surface inh | BoNT-F LC inh | Rv3671c inh
1 | CCOC(=O)c1nc(Nc2ccccc2C)c2ccccc2n1 | -1.0 | 10 | -7 | -2 | 4
2 | CCOc1ccccc1-c1cc(C(=O)N/N=C(\C)c2cccnc2)c2ccccc2n1 | -0.9 | 19 | 0 | -4 | -14
3 | Cc1[nH]c2ccccc2c1/C=N\NC(=O)c1ccco1 | -1.4 | 57* | -1 | -1 | /
4 | CC(C)OCCCNC(=O)c1c(N)n(CC2CCCO2)c2nc3ccccc3nc12 (stereo unspecified) | 2.0 | 5 | -9 | 7 | -12
5 | Cc1ccc(/C(N)=N/OC(=O)CCCc2ccccc2)cc1 | -6.0 | 1 | -2 | 0 | -2
6 | CCOc1ccccc1C1SCC(=O)Nc2c1c(=O)[nH]n2C(CC)CC (stereo unspecified) | -5.0 | 8 | 6 | -14 | 0
7 | COc1ccc(OCC(=O)N/N=C/c2ccc(OC)c(OC)c2C(=O)O)cc1 | -3.0 | 6 | -1 | -1 | 5
8 | O=C(COC(=O)c1cccs1)Nc1cccc(S(=O)(=O)N2CCOCC2)c1 | ? | -5 | 1 | -5 | 3
9 | Cc1ccc(-n2nc(C)c3c(C)c(CCC(=O)NCCCOC(C)C)c(C)nc32)cc1 | -1.8 | 10 | 5 | -12 | /
10 | CCOc1ccc(C)cc1S(=O)(=O)Nc1ccc(Cl)cn1 | 1.3 | 10 | 4 | 3 | -3

# | Mtb UGM inh | BioA inh | Mtb FBA inh | MazF activator
1 | 4.1 | / | 1 | 10
2 | 0.0 | 3.5 | 3 | -3
3 | 1.5 | 0.4 | -3 | 7
4 | -0.6 | / | 49* | -13
5 | 3.2 | 3.1 | -1 | 1
6 | -0.2 | 0.8 | -9 | -6
7 | 3.3 | / | 3 | 9
8 | 2.3 | -1.3 | 3 | 1
9 | -3.6 | -2.8 | 25 | -12
10 | -0.4 | -1.6 | 0 | 6

Other compounds:
# | Compound | FadD28 binding | GDH-TPI inh | PrPC surface inh | BoNT-F LC inh | Rv3671c inh
11 | COc1cccc(C(=O)N2CCSC2=S)c1 | -4.5 | -1 | -2 | -1 | 4
12 | CCn1c(CSc2nc(C)cc(C)n2)nnc1SCC(=O)Nc1ccccc1 | -0.6 | 6 | 4 | ? | 7
13 | CCOCCCNC(=O)c1ccc2c(c1)OCO2 | -0.7 | 1 | 1 | -3 | 3
14 | O=C(CSc1nc2ccccc2[nH]1)Nc1ccc(F)cc1 | -2.3 | 5 | -8 | 3 | -11
15 | CCn1cc(CNC(=O)CCc2nnc(CCC3CCCCC3)o2)cn1 | -0.4 | 0 | 8 | 0 | 3
16 | CCSC(C)CC1C/C(=N/O)c2c(CC)noc2C1 (stereo unspecified) | -0.7 | 2 | 1 | -8 | -2
17 | CCOC(=O)C1=C(CN2CCN(C(=O)c3ccco3)CC2)NC(=O)NC1c1ccc(C)cc1 (stereo unspecified) | -0.7 | -3 | 0 | -3 | 0
18 | COc1ccc(C)cc1NC(=O)NC(C)c1ccncc1 (stereo unspecified) | -2.3 | 8 | 4 | 0 | 7
19 | CCOC(=O)CC(NC(=O)CCc1c(C)nc2nc(C)nn2c1C)c1ccc(OC(C)C)cc1 (stereo unspecified) | 0.3 | -4 | 7 | -1 | 0
20 | O=C(Cc1ccccc1)Nc1nnc(-c2cccc([N+](=O)[O-])c2)s1 | -3.4 | 9 | -3 | 4 | -1

# | Mtb UGM inh | BioA inh | Mtb FBA inh | MazF activator
11 | 1.1 | -0.5 | -2 | -3
12 | -5.9 | 5.1 | -2 | -4
13 | 0.0 | -0.1 | -1 | 4
14 | -2.6 | -2.3 | 1 | -10
15 | -3.3 | / | 0 | 12
16 | 0.9 | 2.4 | 1 | 10
17 | 0.5 | -0.7 | -2 | -12
18 | 3.8 | / | 3 | 7
19 | -0.8 | 0.1 | 5 | 2
20 | -0.1 | / | 1 | -4

(listing goes on)
# | Compound | FadD28 binding | GDH-TPI inh | PrPC surface inh | BoNT-F LC inh | Rv3671c inh
21 | O=C(CSc1nnc(-c2cccnc2)n1Cc1ccccc1)N1CCOCC1 | 0.1 | 2 | / | -4 | 1
22 | O=C(c1ccc(Br)o1)N1N=C(c2ccc(Cl)cc2)CC1c1ccco1 (stereo unspecified) | -0.3 | 18 | 2 | 7 | -15
23 | Cc1cc(F)cc(-c2cc(C(=O)NCc3ccc(C(F)(F)F)cc3)[nH]n2)c1 | -4.1 | 7 | 1 | -8 | /
24 | Cc1ccccc1CNCc1ccc2c(c1)OCO2 | -0.8 | 0 | 6 | -11 | /
25 | Nc1ccc(S(=O)(=O)N2CCC(Cc3ccccc3)CC2)cc1 | 0.4 | -4 | 9 | -31 | -23
26 | CC#CC(=O)N1CCC(CCC(=O)N(C)Cc2ccccc2)CC1 | -1.1 | -2 | 1 | -7 | 3
27 | O=S1(=O)CC(O)C(Nc2ccccc2)C1 (stereo unspecified) | -1.9 | 23 | 2 | -7 | -4
28 | O=C(Cn1c(=O)oc2ccccc21)Nc1nc(-c2ccc(Br)cc2)cs1 | 0.7 | 7 | 5 | -2 | 5
29 | O=C(CSc1nncc2ccccc12)Nc1cccc(O)c1 | -2.8 | 0 | 8 | 5 | -1
30 | FC(F)(F)c1ccc(NC2=NCCC2)cc1 | -0.8 | 6 | 0 | 0 | -7

# | Mtb UGM inh | BioA inh | Mtb FBA inh | MazF activator
21 | 0.4 | / | -3 | 8
22 | -0.4 | 2.3 | 2 | -9
23 | / | -1.1 | -6 | /
24 | / | -0.9 | 5 | 4
25 | 1.5 | -2.9 | 4 | -2
26 | 4.5 | 0.1 | 1 | 2
27 | 1.1 | -5.0 | -6 | -1
28 | -2.4 | -3.2 | -3 | 10
29 | 2.1 | 5.2 | -1 | 0
30 | 3.3 | / | 4 | -2

Entries by screen from above.
BoNT-F LC inh, compounds 22 to 28: 7, -8, -11, -31, -7, -7, -2
BioA inh, compounds 22 to 28: 2.3, -1.1, -0.9, -2.9, 0.1, -5.0, -3.2

Next part
# | Compound | FadD28 binding | GDH-TPI inh | PrPC surface inh | BoNT-F LC inh | Rv3671c inh
31 | O=C(O)c1cc(S(=O)(=O)N2CC3CC3C2C(=O)O)c(Cl)cc1Cl (stereo unspecified) | -3.6 | -9 | 1 | -7 | 1
32 | O=C1CC(C(=O)N(c2cccc(F)c2)C(C(=O)NC2CCCC2)c2ccccn2)CS1 (stereo unspecified) | 0.5 | 6 | 0 | -6 | 3
33 | O=C(NCc1ccccn1)c1cc(-c2ccc(Cl)cc2)nc2ccccc12 | -4.4 | 7 | -12 | -7 | -4
34 | COC(=O)CCC(=O)NN1C(=O)c2ccccc2C1=O | 0.0 | -1 | 9 | -2 | -3
35 | O=C(NC(=S)N1CCN(Cc2ccccc2)CC1)c1cccnc1 | -2.5 | 5 | 1 | 4 | 7
36 | N=c1oc2ccccc2cc1-c1nc2ccccc2c(=O)[nH]1 | -3.7 | 3 | 1 | 3 | 3
37 | C[C@@H]1CN([C@H](C)CO)C(=O)CCCn2nncc2CO[C@@H]1CN(C)S(=O)(=O)c1ccc(Cl)cc1 | -2.5 | -6 | 7 | -1 | /
38 | COCCCNC(=S)NNC(=O)c1cc(-c2cccnc2)nc2ccccc12 | -2.8 | 2 | -5 | 1 | /
39 | COc1ccc(N2CCN(C(CNC(=O)c3ccco3)c3cccnc3)CC2)cc1 (stereo unspecified) | -2.6 | -1 | 1 | -16 | -5
40 | COc1ccccc1NC(=O)c1cc2c(CO)cnc(C)c2oc1=Nc1ccc(OC)c(OC)c1 | -0.6 | -1 | -8 | -3 | 0

# | Mtb UGM inh | BioA inh | Mtb FBA inh | MazF activator
31 | 1.2 | 0.3 | -2 | 2
32 | -11 | -0.8 | 7 | -2
33 | -1.4 | -1.4 | 7 | 2
34 | -1.4 | / | 3 | 7
35 | -1.1 | -1.0 | 2 | 7
36 | -2.5 | 0.9 | -2 | 27
37 | / | 0.8&-0.3&-0.7 | -2 | -2
38 | 2.1 | 1.2 | 2 | -4
39 | 1.9 | 0.0 | 1 | 0
40 | -0.6 | -5.6 | 2 | 14

Exported with tabs: part of the list above
#	structure	FadD28 binding	GDH-TPI inh	PrPC surface inh	BoNT-F LC inh	Rv3671c inh	Mtb UGM inh	BioA inh	Mtb FBA inh	MazF activator
1	CCOC(=O)c1nc(Nc2ccccc2C)c2ccccc2n1	-1.0	10	-7	-2	4	4.1	/	1	10
2	CCOc1ccccc1-c1cc(C(=O)N/N=C(\C)c2cccnc2)c2ccccc2n1	-0.9	19	0	-4	-14	0.0	3.5	3	-3
3	Cc1[nH]c2ccccc2c1/C=N\NC(=O)c1ccco1	-1.4	57*	-1	-1	/	1.5	0.4	-3	7
4	CC(C)OCCCNC(=O)c1c(N)n(CC2CCCO2)c2nc3ccccc3nc12 (stereo unspecified)	2.0	5	-9	7	-12	-0.6	/	49*	-13
5	Cc1ccc(/C(N)=N/OC(=O)CCCc2ccccc2)cc1	-6.0	1	-2	0	-2	3.2	3.1	-1	1
6	CCOc1ccccc1C1SCC(=O)Nc2c1c(=O)[nH]n2C(CC)CC (stereo unspecified)	-5.0	8	6	-14	0	-0.2	0.8	-9	-6
7	COc1ccc(OCC(=O)N/N=C/c2ccc(OC)c(OC)c2C(=O)O)cc1	-3.0	6	-1	-1	5	3.3	/	3	9
8	O=C(COC(=O)c1cccs1)Nc1cccc(S(=O)(=O)N2CCOCC2)c1	?	-5	1	-5	3	2.3	-1.3	3	1
9	Cc1ccc(-n2nc(C)c3c(C)c(CCC(=O)NCCCOC(C)C)c(C)nc32)cc1	-1.8	10	5	-12	/	-3.6	-2.8	25	-12
10	CCOc1ccc(C)cc1S(=O)(=O)Nc1ccc(Cl)cn1	1.3	10	4	3	-3	-0.4	-1.6	0	6
11	COc1cccc(C(=O)N2CCSC2=S)c1	-4.5	-1	-2	-1	4	1.1	-0.5	-2	-3

(list continues)
# | Compound | FadD28 binding | GDH-TPI inh | PrPC surface inh | BoNT-F LC inh | Rv3671c inh
41 | Cc1cccc(C(=O)Nc2c3c(nn2C(C)(C)C)CS(=O)(=O)C3)c1 | 0.9 | -3 | 4 | -5 | -2
42 | CCCCn1c(=O)[nH]c(=O)c2c1nc(-c1ccc3ccccc3c1)n2CC | -1.1 | 3 | 2 | -2 | -1
43 | CCCc1cc(=O)oc2cc(OC(C)C(=O)NCC3CCC(C(=O)O)CC3)ccc12 (stereo unspecified) | -3.4 | 7 | -1 | -4 | 4
44 | C[C@@H]1CN([C@H](C)CO)S(=O)(=O)c2ccc(C#CC3CCCC3)cc2O[C@H]1CN(C)C(=O)Cc1ccccc1 | -2.6 | 4 | 6 | -8 | /
45 | O=C(NCCC1=CCCCC1)C(=O)NCc1ccccc1Cl | -0.8 | 9 | 0 | -5 | -13
46 | CC1(C(=O)NS(=O)(=O)c2ccc(F)cc2F)CCN1C(=O)c1ccccc1 (stereo unspecified) | -0.4 | -1 | 10 | -4 | /
47 | CC(C)(C)OC(=O)N[C@@H](Cc1ccccc1)C(=O)NCC1CCC(C(=O)O)CC1 (stereo partly specified) | -0.6 | 2 | 4 | 3 | 1
48 | COc1ccccc1CC(=O)Nc1ccc(-c2nnc(-c3ccco3)o2)cc1 | -3.5 | 18 | 11 | 1 | -11
49 | COc1ccc(OCC(O)Cn2c(N3CCCCC3)nc3c2c(=O)n(C)c(=O)n3C)cc1 (stereo unspecified) | 1.7 | 0 | 2 | / | 1

# | Mtb UGM inh | BioA inh | Mtb FBA inh | MazF activator
41 | -2.2 | -1.0 | 1 | 4
42 | 2.0 | / | 8 | 4
43 | -1.9 | -1.1 | 20 | -3
44 | / | -0.4&-1.3&0.2 | -3 | 1
45 | 0.8 | / | -1 | 5
46 | / | -2.0 | 4 | /
47 | 1.3 | / | 0 | 13
48 | -1.1 | -0.2 | 83* | 8
49 | -1.5 | 0.3 | -2 | 14

Not a hit list; any-hit rate near 4.8%.
